HT1080-NT tox: kills 2HG-producing HT-1080-NT fibrosarcoma cells. 360,000 compounds, 1.6% hits. AID 686970. Potency, µM (highest dose often 46.1 µM), inactives show at the top dose activity, negative = less viability, most hits filed as cytotoxic. HT-1080-NT fibrosarcoma viability, CellTiter-Glo ATP luminescence, 48 h;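 also: NT is the 2HG producing partner of a matched IDH1 knockdown line; potency is read from the fitted curve at half-maximal effect; 0% = DMSO-treated cells and -100% = media-only wells without cells; nearly all actives have a fitted effect of over 55% in size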
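750 cells/well, RPMI + 5% FBS; 2 h settle, compound pin-transfer, 48 h at 37 degrees C. CellTiter-Glo 10 min RT, luminescence. Normalized to DMSO and media-only wells.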
KB-V1 cytotox: KB-V1 MDR subline cytotoxicity; AID 1347076; KB-V1 MDR cells viability, CellTiter-Glo, 72 h; Potency, µM (top dose mostly 46.1 µM), without a hit: at the top dose activity change, negative = cytotoxicity, most hits filed as cytotoxic; 400,000 compounds, 3.4% hits; also: potency is read from the fitted curve at half-maximal effect; % is scaled to controls: 0 for no effect and ±100 for the full control effect; nearly all actives have a fitted effect of over 60% in size
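Luminescent ATP read-out (CellTiter-Glo, 10 min) measures survival of drug-selected KB-V1 MDR cells after 72 h, 37 degrees C compound exposure. Medium: phenol-red-free DMEM, 10% FBS. Values from fitted concentration-response curves.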
D3 ag: agonists of human D3 dopamine receptor; P35462; 410,000 compounds, 0.58% hits; max activation, %; D3R DiscoveRx beta-arrestin cells, luminescence, 90 min; AID 652048; in the data active = max activation above about 30%; also: 0% is about no effect; mostly tested at two doses, the higher about 12 µM
Target sequence (P35462 whole entry, looked up): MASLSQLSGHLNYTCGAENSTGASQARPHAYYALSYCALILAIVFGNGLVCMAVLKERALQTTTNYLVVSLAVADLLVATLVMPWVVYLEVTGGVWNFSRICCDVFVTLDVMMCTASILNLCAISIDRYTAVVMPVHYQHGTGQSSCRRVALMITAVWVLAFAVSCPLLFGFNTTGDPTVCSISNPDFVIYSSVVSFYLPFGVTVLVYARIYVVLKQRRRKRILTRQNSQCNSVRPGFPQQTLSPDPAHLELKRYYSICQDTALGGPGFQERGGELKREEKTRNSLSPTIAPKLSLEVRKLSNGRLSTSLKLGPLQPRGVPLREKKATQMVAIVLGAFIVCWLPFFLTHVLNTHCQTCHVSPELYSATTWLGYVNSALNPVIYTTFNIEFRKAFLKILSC
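Cells at 1500/well, incubated overnight, then treated with pinned compounds (dopamine as control) for 90 min at 37 degrees C. DiscoveRx reagent added for 30 - 60 minutes at room temperature; luminescence read.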
HT1080 IDH1KD tx: kills HT-1080 cells with IDH1 knockdown; HT-1080 IDH1 knockdown viability, ATP luminescence, 48 h; Potency, µM (top dose mostly 46.1 µM), inactives show at the top dose activity, negative = toxicity, most hits filed as cytotoxic; 360,000 compounds, 2% hits; AID 686971;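 also: potency is read from the fitted curve at half-maximal effect; 0% = DMSO wells and -100% = cell-free medium wells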
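% activity derives from luminescence (CellTiter-Glo), normalised to DMSO and no-cell wells. HT-1080-IDH1KD cells, 750/well, had 48 h compound exposure at 37 °C.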
GLP-1R agonist: agonists of human GLP-1 receptor; P43220; HEK293 GLP-1R CRE-luciferase, luminescence, 4-6 h; cells express a hypersensitive GLP-1R form; Potency, µM (doses to about 45.6 µM), for inactives: top-dose activation, actives largely listed as activators; 380,000 compounds, 0.007% hits; AID 624172; also: potency is read from the fitted curve at half-maximal effect; % of control where 0% means no effect
Target sequence (P43220 whole entry, looked up): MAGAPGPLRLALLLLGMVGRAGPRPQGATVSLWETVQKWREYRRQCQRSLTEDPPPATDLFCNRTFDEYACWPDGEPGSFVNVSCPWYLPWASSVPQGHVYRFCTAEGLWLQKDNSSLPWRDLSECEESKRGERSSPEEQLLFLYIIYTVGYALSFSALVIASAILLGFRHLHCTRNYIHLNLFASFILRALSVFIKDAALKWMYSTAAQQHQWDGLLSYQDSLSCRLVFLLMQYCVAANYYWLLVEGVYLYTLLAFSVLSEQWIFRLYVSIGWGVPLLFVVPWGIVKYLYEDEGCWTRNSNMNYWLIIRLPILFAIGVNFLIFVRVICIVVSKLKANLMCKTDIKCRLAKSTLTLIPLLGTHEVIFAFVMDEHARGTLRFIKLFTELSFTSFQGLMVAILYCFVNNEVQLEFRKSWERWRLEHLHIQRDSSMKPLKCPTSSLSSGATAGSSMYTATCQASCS
DRD3 antagonist: antagonists of human D3 dopamine receptor | P35462 | max response, negative = inhibition, % | 360,000 compounds, 2.5% hits | D3R cells, DiscoveRx beta-arrestin luminescence, antagonist mode; hits give low values; in the data active = max response below about -50%; inconclusive = no clear call, values can overlap the other calls; also: % is scaled to controls: 0 for no effect and ±100 for the full control effect; mostly tested at two doses, the higher about 12 µM
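Cells plated overnight at 1500 cells/well, then exposed to library compounds with dopamine controls for 90 minutes at 37 degrees C. DiscoveRx reagent added for 30–60 minutes at room temperature; luminescence read, quantitative HTS format.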
KB-3-1 cytotox: KB-3-1 parental cell cytotoxicity; KB-3-1 viability, CellTiter-Glo ATP luminescence, 72 h; 400,000 compounds, 1.4% hits; Potency, µM (highest dose often 46.1 µM), for the others: top-dose activity change, negative = cytotoxic, hits mostly cytotoxic; also: potency is read from the fitted curve at half-maximal effect; % is scaled to controls: 0 for no effect and ±100 for the full control effect; nearly all actives have a fitted effect of over 60% in size
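Here the drug-naive KB-3-1 line serves as comparator for MDR sub-line selectivity; cells received compound titrations, 72 h at 37 °C, then CellTiter-Glo readout.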
IL1B secr inh: inhibitors of inflammasome signaling (IL-1 beta secretion) | AID 743279 | THP-1 LPS/ATP IL-1B secretion, AlphaLISA, 16 h; hits give low values | 360,000 compounds, 4.7% hits | activity change, % at 57.5 µM; in the data active = activity change below about -50%; inconclusive = mostly about -30% to -49%; also: % is scaled to controls: 0 for no effect and ±100 for the full control effect
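Secreted IL-1B measured by AlphaLISA bead assay after 16 h compound exposure of THP-1 cells; compounds (final up to 57.5 uM) added 1 h before LPS (250 ng/mL) and ATP (1.25 mM) stimulation; lower signal means less secretion.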
SW480 rereplic: induces DNA re-replication in SW480 colon adenocarcinoma cells. Potency, µM (top dose mostly 46.1 µM), inactives show at the top dose re-replication activation, most hits filed as activators. SW480 DNA re-replication, Hoechst DNA content imaging, 48 h. AID 624297. 340,000 compounds, 1.8% hits; also: potency is read from the fitted curve at half-maximal effect; % of control where 0% means no effect; nearly all actives have a fitted effect of over 55% in size
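Treated cells incubate 48 hr (37 C, 5% CO2), are stained 40 min with Hoechst, and nuclear fluorescence is enumerated; a rise in nuclei with high DNA signal marks re-replication.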
* marks the source's active call; other numbers are inactive results; u = inconclusive; x = not tested or not shown. Unless noted, calls follow the shape of the dose curve; as a rule, active = well fitted curve in the direction sought with a large enough effect; inconclusive = small, poorly fitted or top-dose-only effect, or another doubt; inactive = no such curve, though single readings can be large; an effect the other way counts as inactive or inconclusive. No enrichment for hits. About 12% of those tested had a hit in this group.

SMILES	HT1080-NT tox	KB-V1 cytotox	D3 ag	HT1080 IDH1KD tx	GLP-1R agonist	DRD3 antagonist	KB-3-1 cytotox	IL1B secr inh	SW480 rereplic
CCCN1Cc2cccc(C(N)=O)c2C1=O	-6%	u	4	-3%	-4%	8	-25%	41	-5%
Nc1nc2ncccc2cc1C(=O)NC1CCCCC1	8%	0%	77*	7%	-3%	-20	7%	26	x
O=C(NNc1nc(-c2ccccc2)cs1)c1cccs1	u	10%	-2	u	7%	2	1%	-3	u
COc1cc(NC(=S)NCc2ccco2)c(OC)cc1Cl	8%	0%	-2	20%	8%	-17	9%	15	-8%
O=C(Nc1ccc(S(=O)(=O)N2CCOCC2)cc1)c1ccc([N+](=O)[O-])cc1Cl	2%	0%	9	-1%	-1%	3	-1%	0	u
COc1ccc2[nH]c(=O)c(CN(Cc3cccs3)S(=O)(=O)c3cccc4nsnc34)cc2c1	-1%	u	29	7%	-14%	18	u	-18	u
CCCCOc1ccc(CSC(=N)N)cc1Cl	18µM*	-30%	-13	15µM*	7%	-11	-19%	-101*	u
CCOC(=O)c1[nH]c(C)c(C(=O)N2CCN(c3ccc(F)cc3)CC2)c1C	-12%	u	1	-28%	16%	11	12%	12	-7%
O=[N+]([O-])c1nn(-c2ccccc2)[n+]([O-])c1N1CCN(c2ccccc2)CC1	-11%	-15%	2	8%	1%	-10	11%	15	-4%
CCCCn1c(=NC(=O)c2ccco2)c(C(=O)OCC)cc2c(=O)n3cccc(C)c3nc21	-2%	7%	3	0%	0%	24	2%	3	18µM*
O=C(COC(=O)/C=C/c1cc(Br)ccc1F)NC1CC1	1%	0%	8	8%	9%	1	3%	-9	-1%
O=C(CSc1nnc(Cn2c(=O)sc3ccccc32)n1-c1ccccc1)NCC1CCCO1 (stereo not drawn)	2%	-12%	-8	-2%	-3%	0	-20%	1	-6%
O=C(OCc1nc(-c2ccccc2)oc1COC(=O)c1ccco1)c1ccco1	9%	0%	8	18%	15%	0	9%	-1	1%
Cc1nc2ccc(S(=O)(=O)NC(C(=O)NCc3ccc(Cl)cc3)C(C)C)cc2s1 (stereo not drawn)	x	5%	8	x	1%	x	0%	x	x
CC(C)Oc1ccc(C(=O)NNC(=O)c2ccccc2C(=O)O)cc1	0%	20%	-1	-7%	-4%	1	0%	1	6%
COc1ccc(C(C)(O)c2nc(-c3cccc(O)c3)cs2)cc1 (stereo not drawn)	u	-21%	3	8.2µM*	12%	0	u	u	x
Clc1ccccc1-c1nc2ccccc2c2nc3ccccc3n12	6%	4.1µM*	5	0%	13%	32	u	10	-8%
CC(=O)n1cc([C@@H]2C=C(C(=O)Nc3ccccc3)O[C@H](OCCCCO)C2)c2ccccc21	-20%	-11%	0	u	9%	-23	-4%	12	-2%
O=C(CCN1C(=O)/C(=C\c2cccs2)SC1=S)Nc1ccc(C(=O)O)cc1	3%	0%	2	0%	-5%	-10	5%	7	-10%
O=C(Nc1cc(Sc2nc3ccccc3s2)cc([N+](=O)[O-])c1)c1cccc(F)c1F	-14%	u	-3	-18%	-11%	4	u	4	5%
O=C(Cn1cc(S(=O)(=O)N2CCCC2)c(S(=O)(=O)N2CCCC2)c1)NCc1ccco1	9%	11%	9	10%	-2%	2	17%	9	u
CCOC(=O)C(C(=O)c1ccccc1)C1CC(C)NC(=S)N1 (stereo not drawn)	2%	17%	1	1%	-1%	-17	15%	4	-4%
CCCCn1nc(C(=O)OCC(=O)Nc2sccc2C(N)=O)c2ccccc2c1=O	15%	18%	39*	3%	-4%	75	7%	33	-16%
CCOc1ccc(CNC(=O)CN2C(=O)C(c3ccccc3)Oc3cccnc32)cc1 (stereo not drawn)	15%	-19%	-7	17%	3%	31	-11%	3	0%
CC/C(=N/Nc1cccc(Cl)c1)c1cnnc(SC)n1	-3%	-22%	-17	-1%	3%	-25	u	-6	8%
O=C(Cn1cnc2scc(-c3ccc(F)cc3)c2c1=O)N1CCOCC1	14%	6%	-5	3%	-6%	-7	6%	0	1%
CCOC(=O)N1CCC(NCCNC(=O)c2ccc(Cl)cc2)CC1	-5%	-22%	-14	0%	2%	-74*	-9%	6	10%
C=CC[C@@H](CC(=O)N(CCO)Cc1ccccc1)C(=O)N[C@H](COC(=O)[C@@H](CC=C)CC(=O)OC(C)(C)C)C(C)(C)C	-4%	0%	-31	-18%	2%	-9	-2%	-58*	13%
Cc1cc(C=O)c(C)n1-c1ccc(N2CCCCC2)c([N+](=O)[O-])c1	-21%	u	6	-22%	9%	5	u	u	1%
O=[N+]([O-])c1ccc(N2CCN(c3ccccc3O)CC2)cc1	6%	-18%	7	11%	6%	0	5%	-76*	-4%
O=C1NCCN(Cc2cccc(Oc3ccccc3)c2)C1CC(=O)N1CCCCC1 (stereo not drawn)	-2%	x	6	0%	0%	5	x	-4	13%
COc1ccc(/C=C/C(=O)NCc2ccc(F)cc2)cc1S(=O)(=O)N1CCOCC1	10%	-9%	-4	-8%	9%	-1	1%	27	u
CCCCCC(=O)NC(Nc1ccc(S(N)(=O)=O)cc1)C(Cl)(Cl)Cl (stereo not drawn)	9%	-19%	1	-2%	-9%	-22	0%	-2	-2%
Nc1ccc2c(c1)CC(=O)c1ccccc1S2	2%	-1%	2	8%	6%	10	8%	15	-5%
Cc1cccc(C)c1NC(=S)N(C)CCc1ccccn1	15%	7%	2	11%	-1%	12	6%	12	-2%
Cc1cccc(NC(=O)Nc2cnccn2)c1C	-1%	u	-2	-1%	-6%	-1	u	-9	-8%
C=CCN(c1ccccc1)S(=O)(=O)c1cccc(C(=O)Oc2ccc3c(C)cc(=O)oc3c2)c1	2%	0%	4	5%	0%	13	17%	34	4%
NC(=O)c1ccc(NC(=O)C2CCCO2)cc1 (stereo not drawn)	3%	29%	-3	-1%	-1%	3	4%	8	-3%
COc1cc(Sc2ccc(C)cc2)c(OC)cc1N	-26%	-28%	-12	-6%	-3%	-26	-12%	-3	-1%
Cc1ccc(C(C(=O)NCC2CCCO2)N(Cc2ccccc2F)C(=O)Cn2nnc(-c3cccs3)n2)cc1 (stereo not drawn)	20%	-6%	15	29%	1%	-7	-5%	-12	-22%
COc1ccccc1CC(=O)NNS(=O)(=O)c1ccccc1[N+](=O)[O-]	0%	-12%	-1	-7%	6%	9	9%	30	0%
Cc1cc(C)cc(NC(=O)Cn2nnc(C(=O)Nc3cc(C)cc(C)c3)c2N)c1	x	0%	-4	x	-1%	x	-22%	x	x
CC(=O)Nc1cc2c(cc1NC(=O)Cn1nc(-c3ccc(F)cc3)ccc1=O)OCCO2	5%	-1%	4	27%	1%	-2	10%	22	-2%
COc1ccc(N2CC(C(=O)N3CCN(S(=O)(=O)c4ccc(F)c(F)c4)CC3)CC2=O)c(OC)c1 (stereo not drawn)	-5%	u	7	5%	-5%	-9	-1%	5	-7%
Cc1nn(C)c(C)c1CCC(=O)N1CCCC(N2CCN(c3ccc(F)cc3)CC2)C1 (stereo not drawn)	2%	-14%	1	4%	-1%	-5	11%	0	-2%
Cc1nccn1CCc1nc(N)nc(N)n1	-3%	14%	10	2%	1%	-20	1%	-6	-9%

For reference, part of the list above:
SMILES	HT1080-NT tox	KB-V1 cytotox	D3 ag	HT1080 IDH1KD tx	GLP-1R agonist	DRD3 antagonist	KB-3-1 cytotox	IL1B secr inh	SW480 rereplic
Cc1cc(C)cc(NC(=O)Cn2nnc(C(=O)Nc3cc(C)cc(C)c3)c2N)c1	x	0%	-4	x	-1%	x	-22%	x	x
CC(=O)Nc1cc2c(cc1NC(=O)Cn1nc(-c3ccc(F)cc3)ccc1=O)OCCO2	5%	-1%	4	27%	1%	-2	10%	22	-2%

Structural class: the entries above with fluorine.
SMILES	HT1080-NT tox	KB-V1 cytotox	D3 ag	HT1080 IDH1KD tx	GLP-1R agonist	DRD3 antagonist	KB-3-1 cytotox	IL1B secr inh	SW480 rereplic
CCOC(=O)c1[nH]c(C)c(C(=O)N2CCN(c3ccc(F)cc3)CC2)c1C	-12%	u	1	-28%	16%	11	12%	12	-7%
O=C(COC(=O)/C=C/c1cc(Br)ccc1F)NC1CC1	1%	0%	8	8%	9%	1	3%	-9	-1%
O=C(Nc1cc(Sc2nc3ccccc3s2)cc([N+](=O)[O-])c1)c1cccc(F)c1F	-14%	u	-3	-18%	-11%	4	u	4	5%
O=C(Cn1cnc2scc(-c3ccc(F)cc3)c2c1=O)N1CCOCC1	14%	6%	-5	3%	-6%	-7	6%	0	1%
COc1ccc(/C=C/C(=O)NCc2ccc(F)cc2)cc1S(=O)(=O)N1CCOCC1	10%	-9%	-4	-8%	9%	-1	1%	27	u
Cc1ccc(C(C(=O)NCC2CCCO2)N(Cc2ccccc2F)C(=O)Cn2nnc(-c3cccs3)n2)cc1 (stereo not drawn)	20%	-6%	15	29%	1%	-7	-5%	-12	-22%
CC(=O)Nc1cc2c(cc1NC(=O)Cn1nc(-c3ccc(F)cc3)ccc1=O)OCCO2	5%	-1%	4	27%	1%	-2	10%	22	-2%
COc1ccc(N2CC(C(=O)N3CCN(S(=O)(=O)c4ccc(F)c(F)c4)CC3)CC2=O)c(OC)c1 (stereo not drawn)	-5%	u	7	5%	-5%	-9	-1%	5	-7%
Cc1nn(C)c(C)c1CCC(=O)N1CCCC(N2CCN(c3ccc(F)cc3)CC2)C1 (stereo not drawn)	2%	-14%	1	4%	-1%	-5	11%	0	-2%

Screening results: PubChem BioAssay, National Center for Advancing Translational Sciences (NCATS)
